Pf Dd2 growth: Plasmodium falciparum Dd2 growth inhibition | 4.3% of 120,000 active | P. falciparum Dd2 growth, SYBR Green, 72 h | Potency, µM (top dose mostly 28.9 µM), without a hit: at the highest dose activity, negative = inhibition, usual class: inhibitors; active = well fitted inhibition curve with a large enough effect; inconclusive = small, poorly fitted or top-dose-only effect; inactive = no such curve, though single readings can be large or run the other way;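 also: plate controls were DMSO vehicle for no effect and reference drug for full effect; nearly all actives have a fitted effect of over 65% in size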
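Infected erythrocytes (Dd2, 0.3% parasitemia, 2.5% hematocrit final) are added to compound in RPMI-1640/Albumax II medium, grown 72 h at 37C in low oxygen, then lysed with saponin/Triton-X containing SYBR Green and read by fluorescence.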
* hit, by the source's call; i = inactive; ? = inconclusive; [ ] = remark or other dose. Potency is read from the fitted curve at half-maximal effect.

molecule | Pf Dd2 growth
O=C1c2cnc(-c3ccc(CO)cc3)nc2OCCN1c1cccc(C(F)(F)F)c1 | ?
O=C([C@@H]1C[C@H](Oc2cccnc2)CN1C(=O)c1ccc2ncccc2c1)N1CCCC1 | 0%
Cc1ccc(CN[C@@H]2CO[C@H](CNS(C)(=O)=O)[C@H]2O)cc1 | -15%[44.1 µM]
COc1cc2c(cc1OC1CCCC1)NC(=O)C21CCN(C(=O)c2cccc(C#N)c2)CC1 | ?
CCc1ccc(NC(=O)C(=O)NCC(c2cccnc2)N2CCN(c3ccc(F)cc3)CC2)cc1 (stereo unspecified) | ?
CC1=C[C@@H](CN2CCC(C(N)=O)CC2)[C@H](C(C)C)C[C@H]1Cc1nnc(-c2cccnc2)o1 | i
CCn1c(SCc2ccccc2C)nc(=O)c2c(C(=O)OC)cc(C3CC3)nc21 | i
Cc1ccc(CNC(=O)c2ccc3oc(=O)n(Cc4ccccc4)c3c2)cc1 | 30%
Cc1ccc(CNC(=O)c2cn(C)c3ccc(S(=O)(=O)N4CCOCC4)cc3c2=O)cc1 | i
O=C1CC2(CCN([S+](=O)([O-])c3ccccc3)C2)Nc2ccccc2N1 (stereo unspecified) | 2%
Cc1cc(C)cc(C(=O)NCCc2csc(-c3ccc(C(F)(F)F)cc3)n2)c1 | 15%
CCNC(=O)c1c(NC(=O)COc2ccc(F)cc2)sc2c1CCCC2 | -2%
CCC1CCc2nc3sc(C(=O)Nc4cccc(C(F)(F)F)c4)c(N)c3cc2C1 (stereo unspecified) | i
CNc1cc(C2CC(NC(=O)COc3ccc(Cl)cc3C)C2)nc(N)n1 (stereo unspecified) | 7.9µM*
CC(C)c1noc(-c2cn(C3CCCN(C(=O)c4cccc(N(C)C)c4)C3)nn2)n1 (stereo unspecified) | -11%
COc1ccc(C(=O)N2C[C@@H](CO)[C@H](NC(C)=O)C2)c(OC)c1 | 21%
Cc1cccc(NC(=O)CN2C(=O)C(c3ccc(F)cc3)=NC23CCCCCC3)c1 | ?
COCCNC(=O)C[C@@H]1C[C@H]2O[C@H](CNC3Cc4ccccc4C3)[C@@H](O)[C@H]2O1 | 4%[44.1 µM]
CCOc1ccc(N(CC)S(=O)(=O)N2CCCC(C(=O)NCCc3ccc(OC)cc3)C2)cc1 (stereo unspecified) | -20%
CCOc1ccccc1NC(=O)C1CC(=O)N(c2n[nH]c3ccccc23)C1 (stereo unspecified) | -14%
Cn1cnnc1CC1CCCNC1 (stereo unspecified) | 16%
Cc1noc2c(-c3cccc(CO)c3)cc(-c3cccs3)nc12 | 25%[44.1 µM]
COc1ccc(OCC2CCN(CC3(O)CCCNC3)CC2)cc1 (stereo unspecified) | 13µM*
COc1ccc(C(=O)Nc2nc3c(s2)C[C@@H]2[C@](C)(CO)[C@H](O)CC[C@@]2(C)[C@@H]3CC(=O)NC2CCCC2)cc1 | ?
COCCN1C(=O)c2ccccc2C(C(=O)NCc2ccccc2)C12CCCC2 (stereo unspecified) | -15%
CC1Cn2cc(C(=O)Nc3cccc(C(F)(F)F)c3)c(=O)c3c(Cl)ccc(c32)O1 (stereo unspecified) | 8%
O=C(CCC1CCN(S(=O)(=O)c2ccccc2F)CC1)NCCN1CCOCC1 | -15%
CN1Cc2ccc(NCc3ccccc3)nc2C(C)(C(=O)NCc2ccccc2)C1 (stereo unspecified) | ?
CN1[C@@H](CCC(=O)NCc2ccccc2)CNC(=O)[C@@H]2[C@H]1CCN2Cc1cccs1 | i
NC(=O)Cn1c(=O)n(CCCCCC(=O)NCc2ccc3c(c2)OCO3)c(=O)c2sccc21 | -4%
CNC(=O)[C@@H]1C[C@H](Oc2cccnc2)CN1C(=O)c1ccc(Cc2c(C)noc2C)o1 | 21%
Cc1ccc(CCC(=O)N[C@H](C2CCNCC2)C2CC(O)C2)cc1C (stereo partly specified) | -23%
CS(=O)(=O)N1C[C@@H](C(=O)NC2CCCCCC2)[C@H](c2ccncc2)C1 | 10%
Cc1nc2c3ccccc3nc(NNC(=O)CCC(=O)O)n2n1 | 19%
O=C(CSc1nnc(-c2ccccc2F)o1)N1CCc2ccccc21 | -6%
CCc1ccc(NC(=O)Cn2ccn3nc4c(c3c2=O)CC(C)CC4)cc1 (stereo unspecified) | i
CC(=O)c1ccc(N2CCN(c3ncnc4c3nc3n4CCCC3)CC2)cc1 | 2%
COCCn1ccc2c(C3=CCOCC3)nc(-c3ccc4cn[nH]c4c3)cc21 | i
O=C(NCc1ccc(F)cc1)N1CCCCC1c1noc(COc2ccc(F)cc2)n1 (stereo unspecified) | i
CCn1nc(-c2ccccc2)c(-c2ccccc2)c(C(=O)Nc2ccc(S(N)(=O)=O)cc2)c1=O | 42%[activator]
COc1ccc(C(=O)N2CCC(n3cc(-c4nc(C)no4)nn3)C2)cc1F (stereo unspecified) | i
COc1ccc(Cn2c(SCc3ccc(C(=O)NCc4cccs4)cc3)nc3ccncc32)cc1 | 7.9µM*
CCN(CCCNC(=O)c1cc2c(=O)[nH]c3ccc(C)cc3c2s1)Cc1ccccc1 | 7.9µM*
Cc1cc(C(=O)Nc2cccc(C(F)(F)F)c2)c2c(C)nn(-c3cccc(F)c3)c2n1 | ?
CC(=O)c1ccc(NC(=O)c2cc3c(=O)oc4ccc(C)cc4c3s2)cc1 | 25%
COc1ccc(NC(=O)c2cc3c(N4CCSCC4)nc(C)cn3n2)cc1 | 51%[activator]
COc1ccc(-c2ccc3nc(-c4ccccc4Br)oc3c2)c(OC)c1OC | -2%
COc1cc(OC)cc(C(=O)Nc2nnc3n2CCS3)c1 | 1%
COc1cccc(CCC(=O)NC2CCc3nn(CC4CC4)c(=O)n3CC2)c1 (stereo unspecified) | 24%
COc1ccc(C2=NOC3(CCN(Cc4cccn4C)C3)C2)cc1 (stereo unspecified) | -23%[44.1 µM]
O=C(C1CC1)N1CCC(N2CC3CC(C2)[C@H]2CCCC(=O)N2C3)CC1 (stereo partly specified) | -6%
COc1ccc(CC(=O)N2CCC(Nc3nccnc3OC)CC2)cc1 | -14%[5.79 µM]
CCC(c1cccs1)N1C(=O)[C@H]2CN(CCC(C)C)C[C@H]2C1=O (stereo partly specified) | ?
CCOC(=O)C1CCCN(CC(=O)N2CCCc3c2c(=O)oc2ccc(OCc4ccccc4)cc32)C1 (stereo unspecified) | 13%
Cc1c(C(=O)NCCc2ccccc2)cccc1-n1cnc2cccnc21 | i
O=C1CCN(Cc2cccnc2)CCCC(c2nc(-c3cccnc3)no2)CCN1 (stereo unspecified) | ?

A section from further up, as a working copy:
molecule | Pf Dd2 growth
COc1ccc(C2=NOC3(CCN(Cc4cccn4C)C3)C2)cc1 (stereo unspecified) | -23%[44.1 µM]
O=C(C1CC1)N1CCC(N2CC3CC(C2)[C@H]2CCCC(=O)N2C3)CC1 (stereo partly specified) | -6%
COc1ccc(CC(=O)N2CCC(Nc3nccnc3OC)CC2)cc1 | -14%[5.79 µM]
CCC(c1cccs1)N1C(=O)[C@H]2CN(CCC(C)C)C[C@H]2C1=O (stereo partly specified) | ?
CCOC(=O)C1CCCN(CC(=O)N2CCCc3c2c(=O)oc2ccc(OCc4ccccc4)cc32)C1 (stereo unspecified) | 13%
Cc1c(C(=O)NCCc2ccccc2)cccc1-n1cnc2cccnc21 | i
O=C1CCN(Cc2cccnc2)CCCC(c2nc(-c3cccnc3)no2)CCN1 (stereo unspecified) | ?

Later entries
molecule | Pf Dd2 growth
COc1ccc2[nH]c3c(c2c1)CCNC31CCN(C(=O)c2cccn2C)CC1 | -18%
CC(=O)N1c2ccc(S(=O)(=O)NCCC(=O)Nc3ccc(Br)c(C)c3)cc2CC1C (stereo unspecified) | ?
Cc1ccc(-c2nc3sc(CCNC(=O)c4ccc(F)c(F)c4)c(C)n3n2)cc1 | -15%
COc1ccc(-c2noc([C@@H]3CCCN3C(=O)c3cc(F)cc(F)c3)n2)cc1OC | ?
CN1CCCCCCN(C(=O)Cc2cccnc2)[C@@H]2CCC[C@@H]2C1=O | 11%
COc1ccc(CNC(=O)CCc2c(C)c3cc4c(C)coc4c(C)c3oc2=O)cc1OC | i
CC1=C[C@@H](CNC(=O)Nc2ccccc2)[C@H](C(C)C)C[C@H]1CC(=O)NCCN(C)C | ?
COCCN1C(=O)CS(=O)(=O)C12CCN(C(=O)Cc1ccc(Cl)cc1)CC2 | ?
CC[C@@H]1[C@@H](NC(=O)c2cc(C)nc3c2c(=O)[nH]c(=O)n3C)[C@@H]2CCO[C@H]12 | -8%
COc1ccc(CCNC(=O)CCc2c(C)nc3c(-c4ccc(F)cc4)c(C)nn3c2C)cc1OC | ?
COCCCNC(=O)c1c(NC(=O)Cc2coc3c(C)c(C)ccc23)sc2c1CCCC2 | i
Cc1ccc(C2Cn3nnc(C(=O)N4CCC(C(=O)NCCN5CCCC5)CC4)c3CO2)cc1 (stereo unspecified) | -4%
COc1cccc(CNC(=O)CCCn2nc(C)n3c(cc4sccc43)c2=O)c1 | -4%
COc1ccc(C)cc1NC(=O)Cn1c(C)cc2nc3n(c(=O)c21)CCCCC3 | -15%
CC(C)Cn1cc(NC(=O)N2CCN(c3cccc(Cl)c3)CC2)c2ccccc2c1=O | -20%
CCc1nc(-c2c3n(c(=O)n(CC(=O)Nc4cccc(C)c4C)c2=O)CCCC3)no1 | -14%
CCn1cc(S(=O)(=O)N[C@@H]2CCOC[C@H]2O)c(C)n1 | 4%
Fc1cc(F)cc(Cc2nc3nccc(-c4ccncc4)n3n2)c1 | -21%
Cc1cc(C)cc(Oc2nc3ccccn3c(=O)c2/C=C(\C#N)c2nc3ccccc3s2)c1 | 22%
Fc1ccccc1CN1CC[C@H](c2nnc(Cc3ccccc3)o2)C1 | ?
COc1cc(-c2noc(-c3cc4cc(F)ccc4oc3=O)n2)cc(OC)c1OC | 19%
CCOc1ccc(NC(=O)CSc2nc3ccccc3nc2N2CCOCC2)cc1 | i
COCC(=O)NC[C@H]1C[C@@H]2CCN1C[C@@H]2CN1CCN(C)CC1 | 1%[44.1 µM]
O=C(Cn1nnnc1-c1ccccc1F)Nc1ccc(OC(F)(F)F)cc1 | i
COc1ccc(CN2C[C@H]3CN(Cc4cccc(C)n4)CCN3C2=O)cc1 | -16%[44.1 µM]
COCCNC(=O)Cc1c[nH]c2ncc(-c3ccc(OC)cc3)cc12 | ?
CC(C)(C)c1coc([C@@H]2COCCN2Cc2cnc3ccccc3c2)n1 | -13%[44.1 µM]
O=C1NCCCCCCN(C(=O)C2CC=CC2)[C@H]2C[C@H](c3nc(Cc4ccccc4)no3)C[C@@H]12 | ?
COc1cccc(CCC(=O)N2CCC3(CC2)NC(=O)N(c2cccc(F)c2)N3)c1 | ?
Cc1ccc(O[C@H]2CCOC[C@H]2NC(=O)CCc2c(C)noc2C)cn1 | -3%
Cc1ccc(C2CCN(C(=O)Nc3ccc(Cl)c(Cl)c3)C2)cc1 (stereo unspecified) | -6%
c1cc(-c2cc3c(ccn3Cc3ccncc3)c(N3CCOCC3)n2)c2[nH]ncc2c1 | -25%[44.1 µM]
Cc1nn(C)c(C)c1CCNC(=O)CCC[C@@H]1[C@H]2CCCN3CCC[C@@H](CN1Cc1ccccc1)[C@@H]23 | i
COc1ccccc1CCNC(=O)c1cc2ccccn2n1 | -4%
CCc1nnc(SCc2nc(-c3ccc(OC)c(OC)c3)oc2C)c2cc3sc(C)cc3n12 | 39%[activator]
CC1CCN(C(=O)CCC2(Cc3ccc4ccccc4c3)CCC(=O)N2)CC1 (stereo unspecified) | ?
CC1=C(C(=O)NCc2ccc(Cl)cc2)C2(CCCCC2)OC1=O | 78%[activator]
COc1ccc(NC(=O)Cn2c(=O)n(-c3ccccc3)c(=O)c3c2cc(C)n3C)c(OC)c1 | 15%
COc1ccc(-c2nc3ccccc3s2)cc1NC(=O)c1cc2ccccc2o1 | ?
C[C@H](c1onc(-c2ccc(Cl)cc2)c1C(=O)O)N(C)C | -22%[44.1 µM]
COc1ncccc1CNC[C@H]1O[C@@H]2C[C@@H](CC(=O)NCc3cnn(C)c3)O[C@@H]2[C@@H]1O | 23%[44.1 µM]
COc1ccc(CCNC(=O)Cn2c(=O)c3sccc3n(CC(=O)Nc3cccc(C(F)(F)F)c3)c2=O)cc1OC | 32%
Cc1[nH]c(=O)[nH]c(=O)c1CC(=O)N[C@@H]1COCC[C@@H]1OCc1ccccc1 | 20%
COc1ccccc1C(=O)N1CCCN(c2nnc3ccccn23)CC1 | 14%
Oc1c(C(c2ccc(F)cc2)N2CCN(Cc3ccccc3)CC2)sc2nc(-c3ccco3)nn12 (stereo unspecified) | -7%
CCCN(C(=O)c1nn(-c2ccc(C)cc2)c(=O)c2c1c1ccccc1n2C)c1ccccc1C | i
COc1ccc(OC)c(CNS(=O)(=O)c2ccc(-c3coc(C)n3)cc2)c1 | 23%
O=C1CC(c2ccccc2)Cc2[nH]c(=O)c(C(=O)Nc3cccc(Cl)c3)cc21 (stereo unspecified) | -13%
CCc1cccc2c(C(CC(=O)N3CCc4ccccc4C3)c3cccc4c3OCO4)c[nH]c12 (stereo unspecified) | 8.9µM*
COC(=O)CNC(=O)c1nc(-c2ccsc2)c2cnccn12 | -8%[44.1 µM]
CN(CC1CCOCC1)C(=O)c1cc(F)ccc1Cl | 12%
Cc1ccc2oc([C@H]3CCN(Cc4ccc(N(C)C)cc4)C3)nc2c1 | i
O=C(c1cccs1)N1CCC(O)(c2ccccc2)[C@H](N2CCCC2)C1 (stereo partly specified) | 1.4µM*
CNS(=O)(=O)c1cn(CC(=O)Nc2ccc(OC)cc2OC)cc1S(=O)(=O)NC | 8%

Compound activity: PubChem, National Center for Advancing Translational Sciences (NCATS)

Only part of the results is shown; rates above refer to the full screens.
